GPR151 activ: activates the human receptor GPR151 | Q8TDV0 | PathHunter beta-arrestin GPR151 cells, luminescence | activation, % at 11.2 µM | 650,000 tested, 1% active; in the data active means activation above about 4.9%;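 further: 0% = median of compound wells and 100% = cells with positive control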
Target sequence (Q8TDV0 whole entry, looked up): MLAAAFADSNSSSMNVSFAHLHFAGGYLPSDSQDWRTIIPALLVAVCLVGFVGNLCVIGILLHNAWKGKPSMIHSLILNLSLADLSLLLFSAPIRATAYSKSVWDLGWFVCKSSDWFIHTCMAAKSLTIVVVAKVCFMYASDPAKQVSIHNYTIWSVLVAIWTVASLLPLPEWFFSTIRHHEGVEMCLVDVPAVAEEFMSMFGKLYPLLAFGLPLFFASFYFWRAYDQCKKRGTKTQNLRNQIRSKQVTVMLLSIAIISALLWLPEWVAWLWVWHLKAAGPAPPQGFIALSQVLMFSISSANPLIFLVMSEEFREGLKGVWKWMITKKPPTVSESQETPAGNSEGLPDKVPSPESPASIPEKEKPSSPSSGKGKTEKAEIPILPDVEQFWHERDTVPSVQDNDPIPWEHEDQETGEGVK
MITF inh: inhibitors of human MITF; 650,000 tested, 0.91% active; inhibition, % at 2.6 µM; AID 1259374; AlphaScreen MITF homodimerization, bead proximity signal; in the data active means inhibition above about 50%;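 further: 0% = vehicle wells with protein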
Target sequence (O75030 whole entry, looked up): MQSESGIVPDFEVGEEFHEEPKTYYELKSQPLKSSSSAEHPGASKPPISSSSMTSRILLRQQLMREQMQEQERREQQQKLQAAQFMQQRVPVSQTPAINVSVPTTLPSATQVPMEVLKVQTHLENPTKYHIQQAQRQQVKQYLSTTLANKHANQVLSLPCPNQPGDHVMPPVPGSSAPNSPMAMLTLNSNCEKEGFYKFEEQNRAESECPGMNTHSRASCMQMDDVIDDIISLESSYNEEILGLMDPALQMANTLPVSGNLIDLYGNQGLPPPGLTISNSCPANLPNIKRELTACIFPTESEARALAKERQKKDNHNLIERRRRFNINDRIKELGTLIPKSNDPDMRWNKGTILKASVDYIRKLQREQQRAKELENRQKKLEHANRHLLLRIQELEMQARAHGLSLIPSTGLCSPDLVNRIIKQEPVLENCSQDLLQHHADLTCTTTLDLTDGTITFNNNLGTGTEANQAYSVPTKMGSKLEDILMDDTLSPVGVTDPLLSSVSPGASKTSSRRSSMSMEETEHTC
TEAD-YAP block: TEAD-YAP interaction inhibition; HEK-TIYL cells, TEAD-Gal4/YAP UAS-luciferase luminescence; inhibition, % at 9.12 µM; 640,000 tested, 1.4% active; in the data active means inhibition above about 32%;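 further: 0% = median of test compound wells and 100% = reference inhibitor wells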
FBW7 act: human FBW7 E3 ligase activation, primary screen; Q969H0; AlphaScreen FBW7–phospho-cyclin E peptide binding, activator screen; normalized activity (activation), % at 26.1 µM; 650,000 tested, 0.13% active; AID 1259310; in the data active means normalized activity above about 1.9%;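 further: purified mutant Fbw7 with reduced substrate affinity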
The depositor's hits bear a star.

SMILES | GPR151 activ | MITF inh | TEAD-YAP block | FBW7 act
CC1CCN(S(=O)(=O)N2CCCC(C(=O)O)C2)CC1 (configuration not stated) | -0.6 | -8 | 1 | 0.0
c1ccc(-c2nc3c(c(N4CCCCCC4)n2)CNCC3)nc1 | -0.3 | 5 | -3 | -0.8
CCN1CCN(c2c(C(=O)c3ccccc3)cnc3cc4c(cc23)OCCO4)CC1 | 0.2 | 1 | -13 | 0.1
O=C(NC1CCCCC1)c1nnc(-c2ccccc2)o1 | 0.1 | 15 | 8 | -0.1
CC(C)N1CCN(Cc2cccc3cnccc23)CC1CCO (configuration not stated) | 1.6 | -9 | -9 | -0.1
CCN(CC)C(=O)c1sc2ncnc(N(CC)CC)c2c1C | -0.6 | -10 | -18 | 0.1
Cc1ccc(C(C)CCN2CCC3(CC2)CC3C(=O)NCCc2ccccn2)o1 (configuration not stated) | 0.8 | -10 | -9 | -0.1
CC(=O)c1sc(-c2c(C)nc3sccn23)nc1C1CC1 | 0.3 | -7 | -2 | -0.2
CN1CC[C@@H](Oc2ncccc2C(=O)Nc2ccc3[nH]ncc3c2)C1 | -1.1 | 0 | -7 | 0.1
Cc1cc(C)cc(OCC(=O)Nc2ccc3[nH]c(=O)[nH]c3c2)c1 | 3.7 | -8 | -6 | 0.2
CCOC(=O)C(O)(c1ccc(NC(=O)C(C)(C)C)c(C)c1)C(F)(F)F (configuration not stated) | 1.2 | 7 | 7 | 0.1
CCCNc1nc(NCc2cccnc2)nc2c1ncn2-c1ccccc1 | 1.8 | 18 | -2 | -0.2
CN(CCc1ccccn1)C(=O)c1cnc(N2CCN(c3ncccn3)CC2)c2ccccc12 | -0.5 | 18 | 27 | 0.7
COC(=O)c1cc([N+](=O)[O-])c(-n2cnnc2)c([N+](=O)[O-])c1 | -0.3 | -3 | -2 | -0.3
CC(=O)Nc1cccc(NC(=O)CSc2nc3ccccc3cc2C)c1 | 0.8 | 14 | -7 | 0.2

Whole records, quoted from the list. Values in the order: GPR151 activ	MITF inh	TEAD-YAP block	FBW7 act
CCCNc1nc(NCc2cccnc2)nc2c1ncn2-c1ccccc1 across the screens: 1.8	18	-2	-0.2
CN1CC[C@@H](Oc2ncccc2C(=O)Nc2ccc3[nH]ncc3c2)C1 across the screens: -1.1	0	-7	0.1

Next entries follow.
SMILES | GPR151 activ | MITF inh | TEAD-YAP block | FBW7 act
CCC(c1nnnn1C(C)(C)C)N1CCN(Cc2ccccc2)CC1 (configuration not stated) | 2.0 | 7 | 7 | 0.1
CCc1cccc(OCC(=O)NC(C)(C)C)c1 | 3.1 | 6 | 4 | -0.1
COc1ccccc1C(=O)NNC(=O)c1cc(OC)c(OC)c(OC)c1 | -1.5 | 10 | 6 | 0.1
CCN(CC)c1cc2nonc2c2nonc12 | -1.5 | 0 | 0 | 0.1
O=c1c2ccccc2ncn1CCOCCOc1cccc2ccccc12 | 0.6 | 9 | 0 | 0.0
CCN1CCN(C(c2cccc(OC)c2OC)c2nnnn2Cc2ccccc2)CC1 (configuration not stated) | -0.4 | -10 | 10 | 0.1
O=C(Nc1ccc2c(c1)CN(C(=O)CCCn1cncn1)CC2)C1CCCO1 (configuration not stated) | 1.5 | -4 | 0 | -0.1
Cc1nc2nc(S(=O)(=O)N(CC(C)C)CC(C)C)nn2c(C)c1C | -1.2 | 7 | 2 | 0.0
COc1ccc(-n2ncc3c(Nc4ccc(OCc5ccccc5)cc4)ncnc32)cc1 | 2.7 | -1 | -11 | -0.1
CC1CCCC(NC(=O)Cn2cc(C(F)(F)F)cc(Cl)c2=O)C1C (configuration not stated) | 1.2 | 11 | -6 | 0.3
CCOC(=O)c1cc(NC(=O)CSc2nnc(-c3ccc(OC)cc3)o2)ccc1Cl | -0.9 | 15 | 4 | 0.1
CCCCOc1ccc(/C=C2\SC(=S)N(C3CCS(=O)(=O)C3)C2=O)cc1OC (configuration not stated) | 1.1 | 1 | 1 | 0.0
CCOC(=O)C1CCN(Cc2c(O)c3ccccc3oc2=O)CC1 | -0.4 | -6 | 3 | 0.0
Cc1ccc(-c2nnn(CC(=O)N(CC(=O)NC3CCCCC3)c3cccc(F)c3)n2)o1 | -0.5 | 0 | 6 | 0.1
N#CC1=C(N)SC(N)=C(C#N)C1c1cccc(Cl)c1Cl | 0.8 | 1 | 6 | -0.1
CCCOc1cccc(-c2cc(C(=O)NCCCN3CCOCC3)c3ccccc3n2)c1 | 0.1 | 8 | 8 | -0.1
CCOc1ccc(C(=O)Nc2ccc3c(c2)oc2ccccc23)cc1Cl | 0.5 | -5 | 3 | 0.2
CCOC(=O)c1cc(C)sc1NC(=O)c1cc(-c2ccc(OC(C)C)cc2)nc2ccccc12 | -2.0 | -1 | 4 | -0.1
COc1ccc(C2C3C(=O)N(c4ccccc4Cl)C(=O)C3ON2c2ccccc2)cc1 (configuration not stated) | 0.1 | -2 | 2 | 0.1
O=C(c1c[nH]c2ccc(S(=O)(=O)N3CCOCC3)cc2c1=O)N1CCOCC1 | 1.9 | 0 | 2 | -0.3
COc1nnc(-c2ccc(C)c(S(N)(=O)=O)c2)c2ccccc12 | -0.9 | 14 | 4 | 0.3
CC1Cc2cc(-c3csc(NC(=O)CC4CCCCC4)n3)ccc2N1S(C)(=O)=O (configuration not stated) | 0.0 | -2 | -2 | -0.1
COc1ccc(NC(=O)O/N=C/c2cc(OC)ccc2OC)cc1 | -0.6 | 5 | -8 | 0.0
COc1ccc(-c2cc(C(=O)Nc3ccc4c(c3)OCO4)no2)cc1 | -0.5 | -9 | 5 | 0.0
CCOC(=O)c1ccccc1NCc1c(C(=O)OCC)nnn1-c1nonc1N | -0.8 | -1 | 5 | -0.2
Cn1c(=O)[nH]c(=O)c2c1nc1[nH]c(-c3ccc(Br)cc3)cn12 | -0.2 | 1 | -8 | 0.0
COc1cc(S(=O)(=O)N2CCN(c3ccc(C)c(C)c3)CC2)ccc1F | 5.9* | -1 | -3 | 0.0
CN1CCN(Cc2ccc3nsnc3c2)CC1CCO (configuration not stated) | -1.7 | 7 | 7 | 0.3
COCCNc1ccc2ncc(-c3cccc(NS(C)(=O)=O)c3)n2n1 | 0.5 | -18 | 42* | 0.1
Cc1ccc(Sc2cc(C(=O)NC3CCCCC3)c3ccccc3n2)cc1 | -0.8 | 2 | 0 | 0.7

Another view of part of the listing above:
Compound: COc1ccc(-c2cc(C(=O)Nc3ccc4c(c3)OCO4)no2)cc1
  GPR151 activ: -0.5
  MITF inh: -9
  TEAD-YAP block: 5
  FBW7 act: 0.0
Compound: CCOC(=O)c1ccccc1NCc1c(C(=O)OCC)nnn1-c1nonc1N
  GPR151 activ: -0.8
  MITF inh: -1
  TEAD-YAP block: 5
  FBW7 act: -0.2
Compound: Cn1c(=O)[nH]c(=O)c2c1nc1[nH]c(-c3ccc(Br)cc3)cn12
  GPR151 activ: -0.2
  MITF inh: 1
  TEAD-YAP block: -8
  FBW7 act: 0.0
Compound: COc1cc(S(=O)(=O)N2CCN(c3ccc(C)c(C)c3)CC2)ccc1F
  GPR151 activ: 5.9*
  MITF inh: -1
  TEAD-YAP block: -3
  FBW7 act: 0.0

Next section
SMILES | GPR151 activ | MITF inh | TEAD-YAP block | FBW7 act
Cc1cn2c(=O)c(C(=O)NC3CC3)cnc2s1 | 0.5 | 20 | -9 | -0.5
O=C(COc1ccccc1)Nc1ccc2oc(-c3ccccc3)nc2c1 | 6.3* | -11 | -22 | 0.1
Cc1cc(C(=O)NCc2cccs2)ccc1[N+](=O)[O-] | -2.6 | 10 | -13 | 0.5
CC1=C/C(=C\c2c(O)n(Cc3ccco3)c(=S)[nH]c2=O)C(C)=N1 | 0.9 | 84* | 6 | -0.7
COc1ccccc1N1CCN(C(=O)c2cc(-c3cccs3)on2)CC1 | -1.3 | 12 | -12 | 0.2
CCC(C)(C)NC(=O)c1ccc2c(c1)N(CC(=O)NC(C)C)C(=O)C(C)(C)O2 | 1.5 | 3 | 1 | 0.0
Fc1ccc(C2CC(c3ccc(Cl)cc3)=NN2c2ccc(Br)cc2)cc1 (configuration not stated) | -0.5 | -4 | -2 | -0.1
COc1ccc(C(=O)NC2CC2)cc1OC1CCN(Cc2cc(C)c(C)o2)CC1 | 0.2 | -5 | 7 | 0.0
CC(=O)N1N=C(c2ccc(F)cc2)OC12CCCCC2 | -0.9 | 8 | 2 | 0.2
CCCCCCNC(=O)c1ccc2c(c1)NC(=O)C(CSCc1ccc(C)cc1)N2 (configuration not stated) | -0.4 | -10 | -1 | 0.1
Cc1c(C(=O)Nc2cccc(C(F)(F)F)c2)sc2ncn(CC(=O)N3CCCC3)c(=O)c12 | 0.0 | 36 | 6 | 0.2
Cc1n[nH]c(C)c1N=Nc1cccc([N+](=O)[O-])c1 | 1.5 | -9 | -3 | -0.2
O=C1c2ccc(Cl)c3c(Cl)ccc(c23)C(=O)N1O | 0.7 | -3 | 1 | -0.2
COc1cc(/C=C/c2ccc(O)cc2)cc(OC)c1 | -2.1 | -7 | -38 | 0.0
O=C(CSc1cn(CC(=O)N2CCCC2)c2ccccc12)Nc1ccc(Cl)cc1 | -0.8 | -7 | 3 | -0.5
CCOc1cccc(CN2CCC(C(=O)N3CCCC(C)C3)CC2)c1O (configuration not stated) | 1.6 | 22 | 5 | -0.1
Nc1c(-c2nc(-c3ccc(Cl)cc3)no2)nnn1-c1cccc(F)c1 | -2.9 | -1 | -3 | -0.2
COc1ccc(C(=O)OCC(C)(C)NC(=O)c2ccncc2)cc1OC | 2.1 | 2 | -3 | 0.1
Cc1c(C(=O)Nc2ccccc2)sc2ncn(CC(=O)OC3CCCCC3)c(=O)c12 | 0.5 | -5 | 6 | -0.3
COc1ccc2cc(/C=C3/C(=O)NC(=S)N3C(C)=O)c(N3CCOCC3)nc2c1 | 0.4 | 13 | 18 | 0.2
O=C(NC1CCCCCC1)c1nnc(-c2ccccc2)o1 | -0.8 | 9 | -1 | 0.0
COc1ccc(-c2cccc(C(=O)NCc3nc4ccccc4[nH]3)c2)cc1 | 0.1 | 7 | -12 | 0.0
Cc1ccc(-n2nc3cc(C)c(NC(=O)COc4ccc(Cl)cc4)cc3n2)cc1 | 0.6 | 13 | -4 | 0.1
COc1ccc(C2NC(=O)NC(C)=C2C(=O)OCCSC)cc1 (configuration not stated) | 0.1 | 14 | 0 | 0.0
CC1CCN(Cc2nnnn2CCCC(=O)NCc2scnc2-c2ccccc2)CC1 | -1.0 | -8 | -2 | -0.1
CCOC(=O)c1[nH]c2ccccc2c1NC(C)=O | -0.2 | 12 | -4 | 0.5
COc1ccc(-c2nc(N)sc2-c2ccc([N+](=O)[O-])cc2)cc1 | 1.3 | 6 | 4 | -0.1
Cc1cn2c3c(=O)n(CC(N)=O)c(=O)n(C)c3nc2n1-c1ccc(Br)cc1 | -0.5 | -3 | -6 | -0.1
COc1cc(C(=O)Oc2ccc3c4c(c(=O)oc3c2)CCC4)cc(OC)c1OC | 0.5 | -2 | 3 | -0.1
CCOC(=O)N1CCN(C(=O)Cc2c(C(=O)O)n(C)c3ccccc23)CC1 | -0.4 | 11 | 11 | 0.0
CCOC(=O)Cn1c(=O)cnc2ccccc21 | 0.1 | 4 | 6 | -0.1
COc1ccc(C)cc1NC(=O)N(CCN(C)C)C1CCN(c2nc(C)cc(C)n2)CC1 | 1.2 | 12 | 7 | 0.0
Cc1c(/C=C/C2=Nc3ccccc3C(O)N2CCCO)c2ccccc2n1C (configuration not stated) | 0.8 | 6 | 11 | 0.1
Cc1c(N2C(=O)/C(=C\c3ccc(O)cc3)SC2=S)c(=O)n(-c2ccccc2)n1C | 0.4 | 16 | 15 | -0.1
Cc1ccnc2nc(C(=O)NC34CC5CC(CC(C5)C3)C4)nn12 | 1.2 | -9 | -6 | -0.1
Cc1cc(OCC(O)CN2CCCCC2C)ccc1Cl (configuration not stated) | -0.2 | -12 | 10 | -0.2
O=C(NC1NC2=C(CCc3ccccc32)S1)c1ccc(S(=O)(=O)N2CCc3ccccc3C2)cc1 (configuration not stated) | 0.0 | -12 | 1 | -0.1
CCCOC(=O)C(CC)Oc1ccc2c(=O)c(Oc3ccccc3Cl)coc2c1 (configuration not stated) | 0.5 | 16 | -1 | 0.3
O=C(Nc1ccc(Cl)cc1)N1CCCN(Cc2ccccc2F)C1 | -0.4 | 0 | 4 | 0.1
Cc1c(C(=O)Nc2c(F)cc(F)cc2Br)sc2ncn(Cc3cccc(F)c3)c(=O)c12 | -2.1 | 7 | 10 | 1.2
CCN(CC)C(=O)C1CCCN(c2nc(NCc3cccc(C(F)(F)F)c3)c3ncn(-c4ccsc4)c3n2)C1 (configuration not stated) | 1.0 | 7 | 1 | 1.7
CCN1/C(=C2/SC(=S)NC2=O)Sc2ccc(OC)cc21 | 0.6 | -3 | 3 | 0.0
COC(=O)c1cnn2c1NCN(CCc1ccccc1)C2 | 0.5 | -7 | -3 | -0.1
CCc1cccc(OCC(O)CNCCc2ccccc2)c1 (configuration not stated) | 2.7 | 22 | 8 | -0.1
O=C(O)c1cccc(-c2cnc3ccc(NCc4cccc(Cl)c4)nn23)c1 | -1.1 | -1 | -6 | -0.4
O=c1[nH]c(=O)n(-c2ccccc2)c(O)c1C=Nc1ccc(F)cc1 | 0.8 | -7 | 3 | 0.0
CC1=C(CCN2CCc3nnc(C(NS(C)(=O)=O)C(C)C)n3CC2)C(C)(C)CCC1 (configuration not stated) | -0.5 | 14 | -10 | 0.0
